Compound activity from PubChem.
Tau ThT inhib: inhibitors of human tau fibril formation, thioflavin T binding | recombinant tau K18 P301L (four-repeat tau fragment), heparin-induced fibrillization, ThT fluorescence | 270,000 tested, 2.1% active | Potency, µM (titrated, usually from 57.4 µM), for the others: at the highest dose activity, negative = inhibition, actives largely listed as inhibitors; also: nearly all actives have a fitted effect of over 55% in size
Target sequence (P10636 561-689 P618L limits assumed): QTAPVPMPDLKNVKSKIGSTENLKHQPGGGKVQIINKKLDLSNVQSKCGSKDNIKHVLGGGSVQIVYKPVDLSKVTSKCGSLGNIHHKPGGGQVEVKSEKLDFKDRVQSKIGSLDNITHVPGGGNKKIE
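K18 P301L tau (15 uM + 0.24 uM Alexa 594-tagged), heparin 20 uM, NaOAc pH 7, 6 h 37 C; ThT 30 uM, 1 h RT, ex 450/em 510 nm.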
GoLoco inh red: inhibitors of human Gai1-RGS12 GoLoco interaction (red fluorophore); Potency, µM (series often up to 61.6 µM), inactives show top-dose activity, negative = inhibition, usual class: inhibitors; 230,000 tested, 0.44% active; Gai1:RGS12 GoLoco peptide FP, rhodamine, 10 min; P63096; AID 880; active = well fitted inhibition curve with a large enough effect, not every such curve was filed as active; inactive = no such curve, though single readings can be large or run the other way; also: nearly all actives have a fitted effect of over 30% in size; many of its hits are not listed in these tables
Target sequence (P63096 whole entry, looked up): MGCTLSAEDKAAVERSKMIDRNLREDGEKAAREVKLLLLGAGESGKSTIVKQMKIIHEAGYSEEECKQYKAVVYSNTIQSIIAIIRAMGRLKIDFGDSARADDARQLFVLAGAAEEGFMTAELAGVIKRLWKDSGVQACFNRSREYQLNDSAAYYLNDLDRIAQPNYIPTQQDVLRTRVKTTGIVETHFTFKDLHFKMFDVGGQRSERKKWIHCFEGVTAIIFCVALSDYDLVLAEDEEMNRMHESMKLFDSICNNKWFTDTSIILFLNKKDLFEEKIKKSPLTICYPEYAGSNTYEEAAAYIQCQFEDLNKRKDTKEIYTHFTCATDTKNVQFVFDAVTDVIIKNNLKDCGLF
TR SRC2 fluor cs: Texas Red fluorescence interference in TRb-SRC2 counter-screen; TRb/SRC2 Texas Red total fluorescence interference; Potency, µM (highest dose often 106 µM), for the others: at the highest dose fluorescence change, negative = quenching; 280,000 tested, 0.29% active; AID 1479; active = well fitted curve in either direction with a large enough effect; inconclusive = small, poorly fitted or top-dose-only effect
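Human TRb ligand-binding domain at 0.6 uM with 20 nM Texas Red SRC2 peptide in Tris buffer containing 1 uM T3 and 5% DMSO, incubated with compound 5 h at ambient temperature. Total fluorescence (555/632 nm) calculated as parallel + 2 × perpendicular.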
RECQ1 inh: inhibitors of human RECQ1 DNA helicase; 240,000 tested, 0.54% active; RECQ1 DNA unwinding, red fluorescence kinetic read; AID 2549; P46063; Potency, µM (doses to about 57.3 µM), for the others: top-dose activity, negative = inhibition, actives largely listed as inhibitors;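 also: plate controls were vehicle for no effect and no enzyme for full effect; nearly all actives have a fitted effect of over 30% in size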
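50 nM RECQ1T1 preincubated 15 min with compound in Tris pH 8.0 buffer with MgCl2, DTT, Tween-20 and 2.5 ug/ml poly(dI-dC); started with 200 nM TAMRA/BHQ-2 forked duplex and 2 mM ATP. Unwinding read as fluorescence (525/598 nm), two reads 2 h apart.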
L3MBTL1 inh: blocks human L3MBTL1. 230,000 tested, 0.66% active. AID 485360. AlphaScreen L3MBTL1–H3K9me1 peptide binding. Potency, µM (doses to about 57.1 µM), inactives show top-dose activity, negative = inhibition, most hits filed as inhibitors; also: nearly all actives have a fitted effect of over 60% in size
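AlphaScreen assay: L3MBTL1 (50 nM final) was preincubated 30 min at room temperature with biotinylated H3(1-15)K9me1 peptide (75 nM final), then 30 min with library compounds; streptavidin donor and nickel chelate acceptor beads (10 ug/mL final) added, 30 min dark.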
KDM4E inh: inhibitors of human JMJD2E histone demethylase; Potency, µM (titrated, usually from 57.1 µM), for the others: at the highest dose activity change, negative = inhibition, most hits filed as inhibitors; JMJD2E catalytic domain, FDH-coupled NADH fluorescence (FDH is formaldehyde dehydrogenase); B2RXH2; AID 2147; 230,000 tested, 1.6% active; active = well fitted inhibition curve with a large enough effect, not every such curve was filed as active; inconclusive = small, poorly fitted or top-dose-only effect, or another doubt; inactive = no such curve, though single readings can be large or run the other way;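 also: 0% = wells with enzyme and -100% = buffer wells without enzyme; nearly all actives have a fitted effect of over 50% in size; many of its hits are not listed in these tables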
Target sequence (B2RXH2 1-337 limits assumed): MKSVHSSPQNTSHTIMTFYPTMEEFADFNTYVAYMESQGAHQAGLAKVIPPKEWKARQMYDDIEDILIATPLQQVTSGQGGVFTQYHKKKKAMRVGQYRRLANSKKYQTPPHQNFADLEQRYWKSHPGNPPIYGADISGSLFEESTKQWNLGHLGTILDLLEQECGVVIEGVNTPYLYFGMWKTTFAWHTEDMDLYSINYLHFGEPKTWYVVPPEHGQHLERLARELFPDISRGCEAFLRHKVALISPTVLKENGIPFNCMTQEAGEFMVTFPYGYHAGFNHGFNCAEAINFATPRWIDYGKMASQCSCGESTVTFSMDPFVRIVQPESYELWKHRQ
TRb SRC2 PPI: inhibitors of human thyroid hormone receptor beta-SRC2 interaction | TRbeta-SRC2 peptide binding, fluorescence polarization; receptor liganded with 1 µM T3 | P10828 | Potency, µM (highest dose often 106 µM), inactives show top-dose activity change, negative = inhibition, hits mostly inhibitors | 280,000 tested, 0.065% active;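 also: plate controls were bound peptide for no effect and peptide without receptor for full effect; nearly all actives have a fitted effect of over 50% in size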
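Assay buffer: 20 mM Tris-HCl, 100 mM NaCl, 10% glycerol, 1 mM EDTA, 0.01% NP-40, 1 mM DTT, 1 uM T3, 5% DMSO; TRb LBD 0.6 uM, Texas Red SRC2 20 nM; FP after 5 hr.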
Tau FP inhib: blocks human tau fibril formation measured by polarization; P10636; K18 P301L tau heparin fibrillization, Alexa594 FP, 6 h; Potency, µM (doses to about 57.7 µM), for inactives: at the top dose activity, negative = inhibition, most hits filed as inhibitors; 280,000 tested, 0.39% active; AID 1468; also: nearly all actives have a fitted effect of over 55% in size
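Human tau K18 […] P301L fragment, 15 uM unlabeled plus 0.24 uM Alexa 594-labeled tau (final), with compound and 20 uM heparin in 100 mM sodium acetate pH 7; 6 hr at 37 C, then Alexa 594 FP read.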
An asterisk follows results filed as active; i = inactive; ? = inconclusive; nt = not tested or not shown; & = joins results of further samples; [ ] = another dose, or the depositor's remark. Unless noted, calls follow the shape of the dose curve; as a rule, active = well fitted curve in the direction sought with a large enough effect; inconclusive = small, poorly fitted or top-dose-only effect, or another doubt; inactive = no such curve, though single readings can be large; an effect the other way counts as inactive or inconclusive. Unless noted, % is scaled to controls: 0 for no effect and ±100 for the full control effect; potency is read from the fitted curve at half-maximal effect.

Second line of a record: Tau ThT inhib	GoLoco inh red	TR SRC2 fluor cs	RECQ1 inh	L3MBTL1 inh	KDM4E inh	TRb SRC2 PPI	Tau FP inhib
c1ccc(SCCOCCN2CCc3ccccc3C2)cc1
 : -7%	0%	-2%	7%	9%	1%	-2%	9%
c1ccc(CCn2nnnc2C(c2cccnc2)N2CCN(c3ccccc3)CC2)cc1 (stereo not given)
 : -3%	-11%	-1%	6%	-3%	4%	-3%	-5%
COC(=O)C1=C(C(=O)OC)[C@@H]2N(Cc3ccccc3)c3ccccc3[C@@]23C[C@@H](C(=O)OC)N(C(=O)c2ccc(Br)cc2)C3=N1
 : -15%[11.5 µM]	1%[14.2 µM]	0%[11.2 µM]	0%[11.5 µM]	-12%	3%[11.4 µM]	5%[11.2 µM]	1%[11.6 µM]
CCN(C(=O)COC(=O)c1cc(-c2ccc3cc(OC)ccc3c2)nc2ccccc12)C1CCS(=O)(=O)C1 (stereo not given)
 : -15%	-47%	0%	-6%	11%	?	-3%	2%
O=c1cc(C(F)(F)F)[nH]c(=O)n1C1CCCCC1
 : 3%	-3%	-1%	-4%	0%	3%	11%	-2%
O=C(CCS(=O)(=O)c1ccccc1)Nc1nc(-c2cccs2)cs1
 : -11%	23%	-3%	-17%	-2%	-4%	4%	4%
Cn1c(=O)c2c(ncn2CC(=O)Nc2ccc(N3CCOCC3)cc2)n(C)c1=O
 : -13%	-11%	1%	i	nt	-6%	2%	1%
CN1C[C@@H]2C(c3ccccc3)C3(c4ccccc4)CC2(C3)[C@H]1c1ccccc1 (stereo not given in full)
 : -9%&-3%	7%&8%	-11%&2%	-14%	nt	-24%&1%	2%&-2%	-3%&-13%
COc1ccc(-c2cc3ccc(O)c(CN4CCCCC4C)c3oc2=O)cc1OC (stereo not given)
 : 14%	nt	-2%	nt	nt	nt	-9%	7%
Cc1cccc(S(=O)(=O)Nc2cccc3c2C(=O)c2ccccc2-3)c1
 : ?	5%	0%	3%	-5%	54%[activator]	-15%	-11%
Cc1c(N2C(=O)/C(=C3/C(=O)N(C)c4ccccc43)SC2=S)c(=O)n(-c2ccccc2)n1C
 : ?	-8%	3%	17%	10%	5%	-1%	6%
Cc1nc2ccccc2n1CCc1nc2c3ccccc3nc(SCc3ccccc3F)n2n1
 : -11%	nt	0%	nt	nt	nt	2%	-6%
CCc1nnc(NC(=O)CSc2nc(C)cc(C)c2C#N)s1
 : ?	2%	5%	16%	9%	?	2%	3%
COc1ccc(CCNC[C@@H](O)c2ccc(O)cc2)cc1OC
 : 1%	4%	-1%	-8%	nt	5%	4%	5%
COc1ccc(C(=O)Nc2ccccc2C(=O)N/N=C/c2ccccc2OC)cc1
 : -9%	8%	-3%	-11%	-3%	?	7%	-7%
COc1cc(CN2CCCC(C(=O)c3ccccc3SC)C2)cc(OC)c1 (stereo not given)
 : -11%	16%	-1%[53 µM]	i	-22%	-14%	0%[53 µM]	-3%
NCCOc1ccccc1OCCN
 : -8%	18%	-2%	13%	17%	?	-6%	3%
Cc1ccc(/C=N/NC(=O)Cn2nc(C)c([N+](=O)[O-])c2C)o1
 : -7%	1%	1%	2%	7%	-2%	2%	-4%
COC(=O)Cc1ccc(NC(=S)NCc2ccc(OC)cc2)cc1
 : -10%	11%	0%	-9%	0%[11.4 µM]	4%	-3%	-1%
CC(=O)N(/N=C1\Sc2ccccc2C1=O)c1ccc(C)cc1C
 : ?	17%	2%	-11%	-6%	5%	6%	5%
CCc1ccc(OCc2nc(-c3ccccn3)no2)c(Br)c1
 : ?	0%	-4%	-7%	9%	-6%	3%	6%
CC1=CC(C)(C)N(C(=O)c2ccccc2)c2ccccc21
 : -9%	4%	-1%	-10%	11%	-2%	-2%	-3%
O=C(CSc1ccccn1)c1ccc(F)cc1
 : -12%	5%	0%	-2%	1%	-5%	-15%	-2%
COC(=O)CSc1nc2ccc(C)cc2cc1C#N
 : ?	8%	-7%	-14%	nt	?	0%	7%
CCOC(=O)c1ccc2c(c1)NCc1cccc(OC)c1O2
 : -13%	-4%	-1%	i	-3%	?	4%	8%
CN(C)Cc1nc2ccccc2c(=O)n1Cc1nc(-c2cc3ccccc3o2)cs1
 : -12%	9%	-1%	-5%	-6%	-13%	-7%	5%
COc1ccc(N2CCN(C(CNC(=O)C(=O)NCCCn3ccnc3)c3cccnc3)CC2)cc1 (stereo not given)
 : -20%	-3%	-1%	-5%	nt	-1%	3%	-8%
CN(CCc1ccccn1)C(=S)Nc1ccc(Cl)cc1Cl
 : 1%	5%	2%	i	4%	-1%	4%	0%
COc1ccc(NC(=O)CCN2CCN(S(=O)(=O)c3cc(Cl)ccc3Cl)CC2)cc1
 : -7%	-5%	6%	i	nt	12%	-16%	2%
COCCn1c(=NC(=O)/C=C/c2cccs2)sc2cc(NC(C)=O)ccc21
 : ?	-1%	0%	-2%	14%	-29%	0%	-16%
COc1ccc(C2CC(c3ccccc3)=NN2C(=O)COC(=O)c2cc(S(=O)(=O)N3CCOCC3)ccc2Cl)cc1 (stereo not given)
 : 8%	13µM*	-3%[53 µM]	4%	-3%	3%	5%[53 µM]	0%
CC(=O)CCc1c(C)[nH]c2ccccc2c1=O
 : 7%	6%	1%	-6%	-1%[11.4 µM]	-6%	-13%	3%
c1ccc(CCNC2=NCCCS2)cc1
 : 13%	-3%	1%	-5%	0%	3%	11%	-5%
CCCCc1c(C)nc2ccccc2c1SCCC(=O)O
 : -6%	4%	-10%	i	-10%	9%	-2%	8%
CCN(c1ccccc1)S(=O)(=O)c1cc(NC(=O)COC(=O)C2CC2)ccc1Cl
 : -6%	2%	-5%	i	nt	-14%	-2%	?
CCCCC1S/C(=N/N=C/c2ccc(OC)cc2)N(Cc2ccc(OC)cc2)C1=O (stereo not given)
 : -4%	-1%	-3%	i	-4%	7%	3%	-10%
Cc1cccc(-c2nc(SCC(=O)Nc3ccc4c(c3)OCO4)c(-c3ccccc3)[nH]2)c1
 : ?	nt	-2%	nt	nt	nt	11%	?
Cn1ncc(Cl)c1C(=O)Nc1ccncc1
 : 3%	3%	-2%	-2%	7%	5%	10%	0%
CN1CCN(CCOc2cccc(Cl)c2)CC1
 : 4%	-6%	-5%	-2%	1%	7%	-1%	0%
C=CCn1c(SCn2nnc3ccccc3c2=O)nc2scc(-c3cccs3)c2c1=O
 : 8%	54%[activator]	-1%	0%	-6%	0%	13%	4%
C/C(CCN1CCCCc2nc(C)c(C)cc21)=N\O[C@@H](C)c1cc(-c2c(C)cc(C)cc2C)no1
 : -17%[11.5 µM]	nt	1%[11.2 µM]	i[11.5 µM]	nt	nt	-7%[11.2 µM]	-17%[11.6 µM]
COc1ccc(OCCSc2nnc(-c3ccc(OC)cc3)n2N)cc1
 : ?	-2%	1%	-3%	nt	8%	17%	-6%
CC(C)(C)OC(=O)N1CCC[C@H]1c1nnc(SCc2ccccc2F)o1
 : 0%	-2%	3%	i	3%	-2%	-1%	-6%
CC(Oc1ccc(-c2ccccc2)c(F)c1)c1ccn(S(=O)(=O)c2ccc(Br)cc2)n1 (stereo not given)
 : 3%	1%	1%	-8%	4%	0%	9%	-11%
CCc1ccc(S(=O)(=O)NC(=S)NC2CCCCC2)cc1
 : -4%	2%	0%	0%	8%	-5%	-4%	-3%
CCCC(=O)Nc1cc(C(=O)O)ccc1Sc1ccc(C)cc1
 : -8%	9%	-7%	-7%	nt	?	2%	-12%
C=CCn1c(=O)c2c3c(sc2n2c(Nc4ccccc4)nnc12)CCCC3
 : ?	4%	-6%	3%	nt	-1%	-11%	8%
S=C1N(c2ccccc2)C(c2ccc(Br)cc2)N2CCCN12 (stereo not given)
 : -13%	11%	-3%	-5%	-7%	-16%	-3%	1%
COc1ccc(N2CC(NC(=O)c3ccco3)CC2=O)cc1OC (stereo not given)
 : 3%	nt	-1%	nt	nt	nt	-10%	5%
Cc1cccc(C)c1OCC(=O)OC/C(O)=C(\C#N)c1nc2ccccc2[nH]1
 : -12%	nt	4%	-3%	7%	-5%	-1%	-4%
CN(C)/C=C(/C(=O)c1ccccc1)S(=O)(=O)c1ccc(Cl)cc1
 : -4%	3%	-2%	i	-5%	-3%	-5%	-9%
CCOc1ccc(/C=N/NC(=O)CSc2n[nH]c(=O)[nH]c2=O)cc1OC
 : -2%	2%	0%	i	6%	-2%	-1%	0%
CC1=CC(C)(C)N2C(=O)C3(C(C#N)=C(N)Oc4cc(C)oc(=O)c43)c3cccc1c32 (stereo not given)
 : 1%	0%	1%	i	-3%[11.4 µM]	1%	-11%	-7%

Ordered by count of non-hydrogen atoms (rising): part of the list above.
Second line of a record: Tau ThT inhib	GoLoco inh red	TR SRC2 fluor cs	RECQ1 inh	L3MBTL1 inh	KDM4E inh	TRb SRC2 PPI	Tau FP inhib
CN(C)/C=C(/C(=O)c1ccccc1)S(=O)(=O)c1ccc(Cl)cc1
 : -4%	3%	-2%	i	-5%	-3%	-5%	-9%
COc1ccc(N2CC(NC(=O)c3ccco3)CC2=O)cc1OC (stereo not given)
 : 3%	nt	-1%	nt	nt	nt	-10%	5%
COc1ccc(OCCSc2nnc(-c3ccc(OC)cc3)n2N)cc1
 : ?	-2%	1%	-3%	nt	8%	17%	-6%

2 of these compounds in another layout:
Structure,Tau ThT inhib,GoLoco inh red,TR SRC2 fluor cs,RECQ1 inh,L3MBTL1 inh,KDM4E inh,TRb SRC2 PPI,Tau FP inhib
CCOc1ccc(/C=N/NC(=O)CSc2n[nH]c(=O)[nH]c2=O)cc1OC,-2%,2%,0%,i,6%,-2%,-1%,0%
CC1=CC(C)(C)N2C(=O)C3(C(C#N)=C(N)Oc4cc(C)oc(=O)c43)c3cccc1c32 (stereo not given),1%,0%,1%,i,-3%[11.4 µM],1%,-11%,-7%

An excerpt; the hit share may differ from the screen's.
